DTT redox prof – compounds producing H2O2 with reducing agent – biochemical, NIH compound library profiling, artefact control for MLSCN library redox annotation, primary screen; DTT-dependent redox cycling H2O2, phenol red/HRP absorbance; 100% = 100 µM peroxide control, 0% = buffer; activation, % at 10 µM; 200,000 compounds, 0.03% hits; AID 878;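 active = activation of at least 50% relative to the plate's high and low controls in the primary single-dose screen; inactive = activation below 50%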;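 note: compound incubated with DTT at 0.8 mM final as the reducing agent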
ROMK mod – modulators of human ROMK potassium channel; P48048; Tet-inducible ROMK, thallium flux fluorescence; actives lie on both sides; B-score at 10 µM; 130,000 compounds, 2% hits; AID 1918;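 active = signal ratio slope over the read window, or its plate-corrected B-score, at least 3 SD from the plate mean, either direction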;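 note: B-score of the F/F0 ratio slope over 7 to 12 s after thallium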
Lmaj promast – Leishmania major promastigote growth inhibition; Leishmania major promastigotes, resazurin fluorescence viability; inhibition, % at 10 µM; 200,000 compounds, 9% hits; AID 1063; in the data active = inhibition above about 50%;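 note: promastigotes grown with compound for 44 hours at 28 °C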
TR-FRET SRC-2 ct – flags TR-FRET format artefacts in PPARgamma SRC-2 recruitment agonist screen | TR-FRET artefact counter-screen; stronger effect = higher value | TR-FRET ratio at 8 µM | 200,000 compounds, 0.4% hits | AID 1049; in the data active = TR-FRET ratio above about 2000; note: inactives centre near 1500; reference of the scale not given here
PPARg SRC1 recr – PPARgamma-driven SRC-1 recruitment agonism; 200,000 compounds, 0.41% hits; P37231; activation, % at 8 µM; PPARgamma-SRC-1 coactivator recruitment biochemical assay; in the data active = activation above about 19%;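 note: 0% = DMSO and 100% = reference agonist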
Target sequence (P37231 whole entry, looked up): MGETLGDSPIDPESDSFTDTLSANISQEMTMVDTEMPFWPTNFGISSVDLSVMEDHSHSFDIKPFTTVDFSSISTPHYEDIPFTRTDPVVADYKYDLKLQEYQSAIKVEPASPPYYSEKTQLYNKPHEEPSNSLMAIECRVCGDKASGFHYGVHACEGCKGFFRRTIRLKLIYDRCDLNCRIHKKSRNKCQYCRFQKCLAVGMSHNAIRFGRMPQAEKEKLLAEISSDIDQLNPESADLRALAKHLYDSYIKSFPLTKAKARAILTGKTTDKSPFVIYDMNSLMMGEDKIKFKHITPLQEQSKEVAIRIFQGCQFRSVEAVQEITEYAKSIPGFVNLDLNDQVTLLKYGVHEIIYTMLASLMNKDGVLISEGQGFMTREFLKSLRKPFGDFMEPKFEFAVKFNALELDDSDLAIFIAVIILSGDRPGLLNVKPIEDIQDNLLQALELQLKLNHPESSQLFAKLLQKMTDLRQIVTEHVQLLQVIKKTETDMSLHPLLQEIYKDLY
PPARg SRC3 recr – promotes SRC-3 coactivator recruitment by human PPARgamma. biochemical PPARgamma/SRC-3 coactivator recruitment assay. activation, % at 8 µM. 200,000 compounds, 0.26% hits. AID 731; in the data active = activation above about 23%;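 note: 0% = DMSO and 100% = reference agonist; some compounds past the cut are filed as inactive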
bIAP inh – intestinal alkaline phosphatase (bovine) inhibition | purified bovine IAP, CDP-star luminescence, 30 min | inhibition, % at 20 µM | 190,000 tested, under 10 active | AID 1019;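 active = over 50% inhibition of intestinal alkaline phosphatase at 20 µM in the single-dose screen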
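Incubation: 30 min reaction at room temperature / Material: purified bovine intestinal alkaline phosphatase (IAP) enzyme / Input: enzyme at 1/65,000,000 dilution / Dosing: 20 µM single dose / Signal: CDP-star luminescence signal / Reagent: CDP-star chemiluminescent phosphatase substrate, 30 µM final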
S1P3 antagonist – antagonists of human S1P3 receptor; Q99500; CHO S1P3 NFAT-BLA reporter, FRET fluorescence, antagonist mode; inhibition, % at 4.98 µM; 170,000 compounds, 0.27% hits; AID 485;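 active = inhibition above the plate cutoff, the mean inhibition of test wells on that plate plus 3 SD, cut at about 28% in these data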;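 note: cells challenged with S1P at its EC80 of 0.8 µM; blue over green emission ratio from cleaved BLA substrate after 4 h stimulation; 0% = S1P-stimulated wells and 100% = unstimulated DMSO-only wells; some compounds past the cut are filed as inactive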
PPARg SRC2 recr – agonists of SRC-2 recruitment by human PPARgamma; 200,000 compounds, 0.34% hits; AID 1032; activation, % at 8 µM; PPARgamma LBD-SRC-2 recruitment, biochemical; in the data active = activation above about 22%;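 note: 0% = vehicle and 100% = reference agonist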
Efa HMGR inh – inhibitors of class II HMG-CoA reductase from Enterococcus faecalis; AID 1066; purified E. faecalis HMGR, NADPH absorbance 340 nm kinetic; inhibition, % at 10 µM; 190,000 compounds, 0.41% hits;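 active = inhibition above a set limit, the median over all tested compounds plus 3 SD, cut at about 9.5% in these data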;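 note: enzyme runs in reverse so mevalonate oxidation gives rising NADPH absorbance; 0% = complete reaction with DMSO and 100% = background rate lacking mevalonate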
RAM network inh – yeast RAM network inhibition; S. cerevisiae dse1pr::URA3 reporter, 5-FOA growth OD615, 2 d; analog-sensitive cbk1-as2 kinase mutant strain; inhibition, % at 50 µM; 190,000 compounds, 1.8% hits; AID 868;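 active = inhibition above a set limit, 3 SD over mean compound inhibition, cut at about 8.4% in these data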;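 note: 0% = DMSO-only wells with no growth and 100% = 10 µM 1-NA-PP1 full growth; inhibition rescues growth on 5-FOA so higher OD means more RAM inhibition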
Numbers without * were called inactive; . = no result given.

Values run as follows: DTT redox prof, ROMK mod, Lmaj promast, TR-FRET SRC-2 ct, PPARg SRC1 recr, PPARg SRC3 recr, bIAP inh, S1P3 antagonist, PPARg SRC2 recr, Efa HMGR inh, RAM network inh
C#CCOCCOCCOCCNc1nc(N2CCN(C(=O)[C@H](Cc3cc4ccccc4[nH]3)n3cc([C@@H](N)C(C)CC)nn3)CC2)nc(N2CCN(C(=O)[C@H](Cc3cc4ccccc4[nH]3)n3cc([C@@H](N)CC(C)C)nn3)CC2)n1 (stereo partly drawn)
    0.2, ., -5, 1392, 5, 0, -442, -5, 1, -2, 2.4
CCOC(=O)c1cnn(-c2cccc(Cl)c2)c1N
    0.6, ., 4, 1520, 8, -9, 16, 7, -3, 4, -1.3
Cc1cc(NC(=O)c2ccccc2F)on1
    -0.1, -0.35, -9, 1547, 0, 5, 3, 12, -6, 4, 1.8
CN(C(=O)COC(=O)c1ccc2c(c1)OCCO2)c1ccccc1
    -0.9, ., 0, 1651, 5, 1, -5, -22, -3, 9, -0.1
Cc1cc(C)c(NC(=O)Cn2cnc3c(oc4ccccc43)c2=O)c(C)c1
    -0.4, -0.1, 1, 1498, 5, -6, -17, -6, -3, -6, 2.3
CCC(Sc1nc2cc3c(cc2c(=O)n1Cc1ccco1)OCO3)C(=O)Nc1ccccc1OC (stereo not drawn)
    22, ., 4, 1527, -2, -9, 8, ., 0, -4, 6.4
CC(=O)c1c(NCc2ccccc2)nc(=O)n(-c2ccccc2)c1C
    0.5, ., -1, 1559, -1, 1, 5, -10, -1, 0, -0.8
COc1cccc(NC(=O)COC(=O)Cc2ccc(Cl)cc2)c1
    0.2, -1.3, -3, 1449, -8, -2, -8, -11, 0, 0, 1.7
CN(C)S(=O)(=O)c1ccc(C(=O)NCC2(N3CCCCC3)CCCCC2)cc1
    0.0, -0.052, 1, 1493, 4, 1, -19, 11, 0, -1, 1.4
COc1ccc(C(=O)NNC2=CC(=O)CC(C)(C)C2)cc1OC
    -0.3, -0.097, -4, 1466, 2, 3, 4, -6, -4, -3, 1.5
CCCC/C(O)=C1\C(=O)CC(C)(C)CC1=Nc1ccc(N)cc1
    -0.1, -0.1, 3, 1560, -3, -4, 11, 2, -2, 0, 2.0
Cc1cccc(Cc2cnc(NC(=O)C3=NCCN3)s2)c1
    -0.6, 0.071, -1, 1601, -4, 0, -25, -12, 4, 4, 2.2
CC(=O)Nc1ccc(NS(=O)(=O)c2cccc3ccccc23)cc1
    0.0, 1.6, 0, 1552, -2, -2, 5, ., -4, -2, 1.0
COc1cccc(CN2CCN(C3CSCCSC3)CC2CCO)c1 (stereo not drawn)
    -0.4, -0.046, -4, 1386, -9, 2, -12, 15, -3, 2, 1.1
COc1ccc(C(c2nnnn2CS(=O)(=O)c2ccc(C)cc2)N2CCN(c3ncccn3)CC2)cc1 (stereo not drawn)
    0.4, ., 19, 1581, -1, 7, 2, ., -4, -4, 2.4
N#CCCSc1ncnc2c1oc1ccccc12
    1.6, -0.37, 2, 2279*, 20*, 36*, 1, -23, 41*, -4, 1.9
Cc1ccc(-c2nnn(CC(=O)NCC3CC3)n2)o1
    1.5, ., -3, 1466, 1, 6, 1, ., -9, 1, 0.7
CCNS(=O)(=O)c1ccc(OC)c(C(=O)NC2CCCCC2)c1
    -2.3, 1.7, 4, 1671, -2, -5, 16, 4, 2, -9, 0.5
Cc1ccccc1-c1nc(-c2ccc(NC(=O)c3ccc(Br)o3)cc2)no1
    -3.9, ., -2, 1395, 2, -6, 15, ., 5, -1, 2.8
Cc1nnc(OCc2nc3ccccc3n2C)c2ccccc12
    -1.3, -1.2, 5, 1573, 4, 7, -6, 13, 5, 0, 1.1
CCOC(=O)c1[nH]c2ccc(OC)cc2c1NC(=S)N1CCN(c2ccc(F)cc2)CC1
    -0.1, ., -5, 1669, 9, 9, 6, -11, 12, -5, -2.0
Cc1nc2ccccn2c1C(=O)NCc1cccnc1
    1.0, 0.47, 1, 1589, 9, 8, 7, -6, 5, 0, 2.1
Cc1c(C=NCCOCc2ccccc2)cnn1C
    -1.0, 0.92, -4, 1536, 5, -8, 6, ., -1, 3, 1.6
O=C1CSC(c2cn(-c3ccccc3)nc2-c2ccc3c(c2)OCCO3)N1CCN1CCOCC1 (stereo not drawn)
    0.1, ., -3, 1547, 3, 5, -12, -2, 7, -5, 2.2

Five compounds picked at random from those above:
Values run as follows: DTT redox prof, ROMK mod, Lmaj promast, TR-FRET SRC-2 ct, PPARg SRC1 recr, PPARg SRC3 recr, bIAP inh, S1P3 antagonist, PPARg SRC2 recr, Efa HMGR inh, RAM network inh
CN(C)S(=O)(=O)c1ccc(C(=O)NCC2(N3CCCCC3)CCCCC2)cc1
    0.0, -0.052, 1, 1493, 4, 1, -19, 11, 0, -1, 1.4
O=C1CSC(c2cn(-c3ccccc3)nc2-c2ccc3c(c2)OCCO3)N1CCN1CCOCC1 (stereo not drawn)
    0.1, ., -3, 1547, 3, 5, -12, -2, 7, -5, 2.2
Cc1cccc(Cc2cnc(NC(=O)C3=NCCN3)s2)c1
    -0.6, 0.071, -1, 1601, -4, 0, -25, -12, 4, 4, 2.2
Cc1cc(C)c(NC(=O)Cn2cnc3c(oc4ccccc43)c2=O)c(C)c1
    -0.4, -0.1, 1, 1498, 5, -6, -17, -6, -3, -6, 2.3
CC(=O)c1c(NCc2ccccc2)nc(=O)n(-c2ccccc2)c1C
    0.5, ., -1, 1559, -1, 1, 5, -10, -1, 0, -0.8

From PubChem
